Screening data from PubChem BioAssay.
WT yeast gro inh: growth inhibition of WT strain, primary screen, mitochondrial fusion inhibitor project, WT and mutant strains, chemical genetic; mitochondrial fusion phenotypic screen; inhibition, % at 10 µM; 2.1% of 190,000 active; in the data active = inhibition above about 58%; tested in S. cerevisiae
Autophagy mod: autophagy modulators in MEF cells, primary screen, imaging, high-content, MEF GFP-LC3 | calls only at 10 µM (by protocol) | 0.98% of 190,000 active | MEF GFP-LC3 puncta imaging; test concentration mostly 10 µM;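 active = percentage of spot-positive cells more than 3 SD above its plate mean, without a fluorescence outlier flag or 80% toxicity; inconclusive = no clear call, values can overlap the other calls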;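 note: spot-positive cell cutoff set from DMSO-treated cells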
GPR35 antagonists: GPR35 antagonists blocking zaprinast-driven arrestin recruitment, primary screen, imaging, U2OS, beta-arrestin-GFP, zaprinast agonist (AID 2058) | U2OS GPR35 beta-arrestin-GFP translocation imaging, zaprinast antagonism; higher % means a stronger effect | one-dose inhibition, % at 10 µM; IC50 in µM for titrated hits | 0.052% of 290,000 active;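 active = inhibition of at least 50% with at least 30 cells and total cytoplasm GFP at most 10,000,000; inconclusive = under 30 cells or total GFP of 10,000,000 plus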
NS5 inhibitors: Dengue-2 NS5 methyltransferase inhibitors, primary screen, biochemical, confirmation dose response (AID 588689) | Genome polyprotein (Dengue virus type 2 (strain 16681-PDK53)) | Dengue-2 NS5 methyltransferase capping enzyme assay, biochemical; higher % means a stronger effect | inhibition, % at 25 µM, or IC50 in µM where a hit was titrated | 0.3% of 340,000 active; in the data active = a potency from the dose series; inconclusive = inhibition above about 29% without an active follow-up result
NTR1 ag: agonists of NTR1, primary screen, imaging, U2OS cells, beta-arrestin-GFP, high content (AID 493036); Neurotensin receptor type 1 (Homo sapiens), P30989; NTR1-U2OS beta-arrestin-GFP spot imaging, agonist mode; activation, % at 20 µM; 0.17% of 330,000 active;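 active = activation at or above 40% of the spot to cytoplasm intensity ratio, with at least 20 cells analyzed; inconclusive = wells under 20 cells, flagged as cytotoxic or low count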;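 note: 0% = DMSO without peptide and 100% = 100 nM NTR1 peptide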
Target sequence (P30989 whole entry, looked up): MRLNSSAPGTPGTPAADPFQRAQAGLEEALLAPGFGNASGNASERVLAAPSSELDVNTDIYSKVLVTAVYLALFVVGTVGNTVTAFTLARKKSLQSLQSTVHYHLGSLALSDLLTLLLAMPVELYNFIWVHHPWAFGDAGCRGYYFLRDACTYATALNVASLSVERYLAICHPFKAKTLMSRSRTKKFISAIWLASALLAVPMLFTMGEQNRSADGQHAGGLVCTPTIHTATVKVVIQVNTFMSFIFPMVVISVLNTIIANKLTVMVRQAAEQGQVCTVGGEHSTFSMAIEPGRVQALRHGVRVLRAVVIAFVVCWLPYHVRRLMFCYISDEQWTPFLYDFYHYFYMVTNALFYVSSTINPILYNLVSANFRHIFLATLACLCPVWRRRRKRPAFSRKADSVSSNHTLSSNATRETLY
LYP phosphatase: inhibitors of LYP phosphatase, biochemical, fluorescence intensity, uHTS (AID 1779). Tyrosine-protein phosphatase non-receptor type 22 (Homo sapiens). recombinant LYP phosphatase, fluorescence intensity; higher % means a stronger effect. inhibition, % at 11.5 µM; hits with a dose series show IC50 in µM. 0.054% of 290,000 active; in the data active = inhibition above about 50%;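 note: plate controls were vehicle with enzyme for no effect and no enzyme for full effect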
AID2073: inhibitors of Mint1-CaV2.2 protein interaction, biochemical, HTRF (AID 2073); Voltage-dependent N-type calcium channel subunit alpha-1B (Homo sapiens); one-dose inhibition, % at 20 µM; IC50 in µM for titrated hits; HTRF protein-protein interaction, Mint1-CaV2.2; higher % means a stronger effect; 0.19% of 290,000 active; in the data active = inhibition mostly above about 51%, no sharp cut-off; inconclusive = no clear call, values can overlap the other calls; inactive = mostly below about 53%; note: some results filed as inactive read as strong as hits
RSV CPE inhibition: RSV antiviral activity via CPE protection, HEp-2 cells, primary 10 µM value included (AID 2391). HEp-2 cells, RSV-induced CPE inhibition; higher % means a stronger effect. CPE inhibition, % at 10 µM, or IC50 in µM where a hit was titrated. 0.13% of 310,000 active; in the data active = a potency from the dose series; inconclusive = CPE inhibition mostly from about 23% at the one dose, without a potency; inactive = the rest, 99 in 100 with CPE inhibition below about 21%; note: strong numbers were not always called active
UTI89 phage lysis: inhibition of K1F phage lysis, E. coli UTI89, bacterial capsule biogenesis inhibitors, alamar blue (AID 488966); E. coli UTI89 K1F phage lysis, alamar blue, 2 h; higher % means a stronger effect; inhibition, % at 100 µM, or IC50 in µM where a hit was titrated; 0.02% of 340,000 active;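 active = phage lysis inhibition, versus mean bacterial control, above a set limit; inconclusive = no clear call, values can overlap the other calls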;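 note: capsule biogenesis inhibitors block K1F phage lysis so surviving cells raise fluorescence; higher fluorescence means more inhibition of phage lysis; actives were called in the ten point dose series up to 300 µM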
WT yeast gro inh mutant strain: recorded beside WT yeast gro inh, whose call it bears; inhibition, %; mitochondrial fusion phenotypic screen, mutant strain inhibition
Autophagy mod cell loss 18 h: second read-out of Autophagy mod, no call of its own (marks repeat the call); toxicity, %; measured here: cell loss, nuclei count;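 cell loss after 18 h compound exposure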
NTR1 ag cell count 20 µM: second read-out of NTR1 ag, no call of its own (marks repeat the call); cell count; measured here: cell count, cytotoxicity flag
NS5 inhibitors pilot replicate: recorded beside NS5 inhibitors, whose call it bears; inhibition, %; measured here: pilot screen replicate inhibition
The depositor's hits bear a star; i = inactive; ? = inconclusive; · = no result given; [ ] = another dose, or the depositor's remark.

SMILES | WT yeast gro inh | WT yeast gro inh mutant strain | Autophagy mod | Autophagy mod cell loss 18 h | GPR35 antagonists | NS5 inhibitors | NTR1 ag | NTR1 ag cell count 20 µM | LYP phosphatase | AID2073 | RSV CPE inhibition | UTI89 phage lysis | others
C(=C1/CCCC2=C1Nc1ncnn1C2c1ccccc1)/c1ccccc1 (centres undefined) | -3 | -4 | i | 39 | 4% | · | 73* | 118* | -9% | -13% | 0.9% | ·
NC(=O)C(CC(=O)O)NC(=O)[C@@H]1CCOc2c(I)cc([N+](=O)[O-])cc2C(=O)N[C@@H](CCC(=O)O)C(=O)N[C@@H](CO)C(=O)N1 (some centres undefined) | -2 | -5 | i | 9 | 4% | · | -0.6 | 88 | -4% | 3% | -0.3% | ·
N#Cc1ccc(OCC(=O)N2CCN(S(=O)(=O)c3cccs3)CC2)cc1 | 11 | 9 | · | · | -1% | -5% | -0.3 | 56 | -9% | -3% | 2.6% | 0.4%
CCOCCSc1nc2c(c(-c3cccs3)c1C#N)CC/C2=C/c1cccs1 | -18 | -1 | i | -17 | -5% | 8% | 7.0 | 39 | 0% | 21% | 7.8% | 4.4%
COc1ccc(OC)c(S(=O)(=O)Nc2ccccc2F)c1 | -14 | -10 | i | 6 | 2% | -7% | -0.3 | 59 | -6% | -7% | 0.5% | 3.6%
COC(=O)c1ccc(NC(=O)c2ccc[n+]([O-])c2)cc1 | · | · | · | · | -18% | -2% | 1.0 | 54 | -2% | -3% | 0.8% | 0.1%
CC(=O)Nc1ccc2c(c1)N(C(C)=O)c1ccccc1CC2 | 7 | -6 | i | 4 | 12% | · | 1.2 | 37 | -3% | 7% | 2.2% | 0.1%
O=C(C1CC(=O)N(c2ccc(Cl)cc2)C1)N1CCN(Cc2ccc3c(c2)OCO3)CC1 (centres undefined) | · | · | · | · | -21% | -1% | 0.3 | 56 | -1% | -6% | 2.1% | 0.7%
COc1ccccc1CN1C[C@@H]2C[C@@H](C3=Cc4cccc(OC)c4OC3)N3CCC[C@@]23C1=O | 12 | 9 | i | 9 | 6% | -5% | 0.0 | 91 | 1% | 4% | 5.8% | -0.5%
CCCCN(CC)C(=S)Nc1ccc2nc3n(c(=O)c2c1)CCCCC3 | 5 | -8 | i | 7 | 8% | 0% | 0.2 | 74 | -7% | -20% | 3.3% | 2.3%[50 µM]
CCOc1cc(C(=O)Nc2ccccc2N2CCOCC2)ccc1OCC(=O)N1CCCCC1 | 3 | -1 | i | 3 | -10% | -5% | 2.4 | 48 | -1% | 5% | 5.9% | -0.1%
CC(Sc1nc2c(N)ncnc2n1CCOc1ccccc1)C(=O)O (centres undefined) | · | · | · | · | 13% | -5% | -0.6 | 45 | -5% | 11% | 0.1% | 0.1%
S=C(NCc1ccccc1)N1CCCCC1 | -10 | 10 | i | 1 | 9% | 12% | -0.6 | 95 | -4% | -5% | 1.8% | 0.6%
CN(C)c1nc(N)nc(Nc2ccccc2C#N)n1 | 7 | 25 | i | 6 | 7% | -2% | -1.3 | 49 | -8% | 0% | 1.6% | 0.4%
O=C(O/N=C1\CCCc2ccccc21)c1cccc(Cl)c1 | -2 | -7 | i | 25 | 4% | -1% | 4.0 | 87 | 4% | 3% | 1.6% | 0.5% | NS5 inhibitors pilot replicate=2.1
CCOc1ccc(NC(=O)CSc2nc3ccccc3nc2N2CC(C)OC(C)C2)cc1 (centres undefined) | · | · | · | · | 0% | -6% | 2.9 | 55 | -3% | 7% | 0.2% | 1.2%
O=C(Nc1nnc(C2CC2)s1)c1cccnc1Oc1ccc(Cl)cc1 | · | · | · | · | 3% | -8% | 1.7 | 35 | -5% | 7% | 2.2% | 0.9%
COC(=O)C1=C(C)NC2=C(C(=O)CCC2)C1c1cccc(C)n1 (centres undefined) | -6 | -15 | i | 25 | 2% | 3% | -0.8 | 91 | -7% | 1% | -2.5% | 0.0% | NS5 inhibitors pilot replicate=-3.3
CC(C)(C)c1ccc(C(CC(=O)O)NC(=O)CSc2ccccc2)cc1 (centres undefined) | 0 | -1 | i | -31 | -11% | · | 2.4 | 49 | -1% | -2% | -1.4% | ·
CCOC(=O)c1ccc(Oc2nc(NC(C)(C)C)nc(N(C)C)n2)cc1 | 65* | 19* | i | -5 | -1% | 1% | 9.3 | 47 | 7% | -1% | 11% | 0.1%
O=C(CN1C(=O)NC2(CCc3ccccc32)C1=O)NCC(=O)Nc1ccc(F)cc1 (centres undefined) | · | · | · | · | · | -4% | 0.4 | 58 | · | · | 0.9% | 1.9%[50 µM]
COc1ccc(CNS(=O)(=O)c2cc(-c3cc(C)no3)ccc2C)cc1OC | · | · | · | · | -13% | 2% | 2.5 | 63 | -10% | 7% | 15% | 10%
COc1ccc(CN2CCCCC2C)cc1C (centres undefined) | 3 | 6 | i | -31 | 5% | -4% | -0.1 | 45 | -8% | 8% | 0.7% | 0.0%
Cc1c(/C=C(\CC(=O)O)c2nc3ccccc3s2)cc(C#N)n1C | · | · | · | · | 2% | 0% | -0.1 | 66 | -5% | -13% | 2.0% | -0.2%
O=C(/C=C/Nc1cccc(C(F)(F)F)c1)C(F)(F)F | 65* | -2.4* | i | -9 | -6% | -7% | 1.2 | 62 | -8% | -6% | 0.3% | 8.3%
COc1cc(NC(=O)C2CCN(S(=O)(=O)c3cccc4nonc34)CC2)cc(OC)c1 | 10 | -12 | i | -2 | 19% | -3% | 1.4 | 58 | 3% | -4% | 1.2% | 0.3%
NC(=O)c1cc([N+](=O)[O-])c(Cl)cc1NCc1ccccn1 | · | · | · | · | · | 5% | 3.3 | 73 | · | · | -0.4% | 0.5%
CC(Oc1ccc(Cl)cc1)C(=O)N(C)CC(=O)Nc1ccc(N2CCOCC2)cc1 (centres undefined) | · | · | · | · | 5% | -3% | -0.4 | 71 | -11% | -3% | 2.0% | -0.1%
Cn1cc(-c2nnnn2-c2cccc(C(F)(F)F)c2)c(C(F)(F)F)n1 | -4 | 4 | i | 1 | 13% | -5% | 0.4 | 75 | -3% | -1% | -1.2% | 0.8% | NS5 inhibitors pilot replicate=4.1
COC(=O)c1cccc(-c2ccc(/C=N/N3C(=O)C4C5C=CC(C6CC56)C4C3=O)o2)c1 (centres undefined) | 2 | 6 | i | 19 | -4% | · | 13 | 48 | 9% | 19% | 0.8% | -0.3%
Cc1cc(NC(=O)c2ccc([N+](=O)[O-])cc2Cl)ccc1NC(=O)c1ccco1 | 6 | -29 | i | -10 | -4% | 0% | -0.9 | 39 | -1% | 1% | 1.6% | 1.1%[50 µM]
CCCc1cc(=O)[nH]c(SCC(=O)Nc2ncc(S(=O)(=O)c3ccc([N+](=O)[O-])cc3)s2)n1 | · | · | · | · | -7% | -4% | -0.4 | 52 | -10% | 1% | -1.6% | 0.3%[50 µM]
O=C(CSc1nnc2ccccn12)NNC(=O)c1ccc(F)cc1 | 11 | -4 | i | 10 | 6% | 2% | 3.0 | 56 | 1% | -3% | 0.3% | 0.2%
CCCOc1ccc(CC(=O)NCC2(c3ccccc3)CCOCC2)cc1OC | 22 | 14 | i | 4 | 2% | -5% | 4.8 | 67 | -8% | -2% | 1.2% | 0.4%
COC(=O)c1cc(S(=O)(=O)NCC2CCN(Cc3ccc(C)cc3)CC2)cn1C | · | · | · | · | 8% | -3% | -0.7 | 41 | -8% | 14% | 0.5% | 0.5%
O=C(Nc1ccccc1N1CCOCC1)c1cccc(S(=O)(=O)N2CCOCC2)c1 | · | · | · | · | · | -6% | -1.2 | 57 | · | · | -0.9% | 1.1%[50 µM]
O=C(COC(=O)Cn1cnc2ccccc2c1=O)NCC12CC3CC(CC(C3)C1)C2 | -7 | -18 | i | 1 | 2% | -12% | 1.3 | 35 | -6% | -10% | 1.5% | 1.4%
c1ccc2c(c1)NC1(CCCC1)n1c-2nc2ccccc21 | 18 | 16 | i | 13 | 8% | -3% | -0.1 | 48 | -17% | ? | 13% | 0.1%
CC(OC(=O)CCCN=C1NS(=O)(=O)c2ccccc21)C(=O)c1ccccc1 (centres undefined) | · | · | · | · | · | -1% | -0.1 | 60 | · | · | -1.0% | 1.5%[50 µM]
CC(C)CC(=O)NS(=O)(=O)c1ccc(NS(C)(=O)=O)cc1 | -4 | -3 | i | -4 | 10% | -10% | -0.1 | 36 | -5% | -2% | 2.5% | 0.4%
COc1ccc(C(C)=O)cc1COC(=O)C(CO)NS(=O)(=O)c1ccc(Br)cc1 (centres undefined) | -4 | -2 | i | 26 | -14% | -2% | -0.6 | 55 | 0% | 5% | 0.4% | 0.1%
Cc1ccc(C(=O)Oc2coc(CSc3nnc(NC(=O)C4CC4)s3)cc2=O)cc1 | 9 | -3 | i | -1 | -6% | 0% | -0.9 | 44 | 1% | -1% | -0.8% | 5.3%
